CHRM4 antagonist – antagonists of human muscarinic M4 receptor (CHRM4); CHO-hM4 cells, ACh EC80, Fluo-8 calcium fluorescence; inhibition, % at 3 µM; 360,000 tested, 0.73% active;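 active means inhibition above its plate's cutoff, the mean inhibition of sample wells plus 3 SD, cut at about 27% in these data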;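 further: 0% = acetylcholine EC80 with DMSO and 100% = DMSO without agonist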
Target sequence (P08173 whole entry, looked up): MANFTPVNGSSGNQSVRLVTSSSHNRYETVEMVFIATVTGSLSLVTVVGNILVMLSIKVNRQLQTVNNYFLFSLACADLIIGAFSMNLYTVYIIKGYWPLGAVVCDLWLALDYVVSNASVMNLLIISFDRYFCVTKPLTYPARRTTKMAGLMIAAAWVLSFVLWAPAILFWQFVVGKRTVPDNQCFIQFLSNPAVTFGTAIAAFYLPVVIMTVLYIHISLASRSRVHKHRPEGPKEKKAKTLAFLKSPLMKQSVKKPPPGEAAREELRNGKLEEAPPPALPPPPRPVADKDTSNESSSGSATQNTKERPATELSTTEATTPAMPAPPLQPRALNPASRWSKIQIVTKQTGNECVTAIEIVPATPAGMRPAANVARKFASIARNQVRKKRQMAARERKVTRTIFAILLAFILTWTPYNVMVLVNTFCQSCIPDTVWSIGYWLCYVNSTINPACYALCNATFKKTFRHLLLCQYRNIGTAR
CHO-K1 Ca antag – counter-screen for M1 antagonists: effect in parental CHO-K1 cells; ATP-induced calcium, Fluo-8 fluorescence; inhibition, % at 3 µM; 360,000 tested, 0.6% active; AID 602250;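 active means inhibition above a per-plate cutoff, the plate's mean sample inhibition plus 3 SD, cut at about 24% in these data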;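 further: 0% = DMSO plus EC80 ATP and 100% = DMSO alone without ATP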
M4 ag – agonists of human muscarinic M4 receptor (CHRM4); P08173; CHO-K1 hM4/Gqi5, Fluo-8 calcium fluorescence; vehicle 0%, full acetylcholine response 100%; 360,000 tested, 0.14% active; activation, % at 3 µM;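 active means activation above the run mean over all test wells plus 3 SD, cut at about 32% in these data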;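 further: peak over basal fluorescence ratio per well then scaled between controls; 0% = DMSO wells and 100% = acetylcholine at EC100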
CHRM5 antagonist – antagonists of human muscarinic M5 receptor (CHRM5). P08912. 360,000 tested, 0.59% active. inhibition, % at 3 µM. CHO-hM5 cells, Fluo-8 calcium fluorescence, ACh EC80;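 active means inhibition above a per-plate cutoff, the mean of that plate's test compounds plus 3 SD, cut at about 27% in these data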;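 further: 0% = acetylcholine EC80 with DMSO and 100% = DMSO without agonist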
Target sequence (P08912 whole entry, looked up): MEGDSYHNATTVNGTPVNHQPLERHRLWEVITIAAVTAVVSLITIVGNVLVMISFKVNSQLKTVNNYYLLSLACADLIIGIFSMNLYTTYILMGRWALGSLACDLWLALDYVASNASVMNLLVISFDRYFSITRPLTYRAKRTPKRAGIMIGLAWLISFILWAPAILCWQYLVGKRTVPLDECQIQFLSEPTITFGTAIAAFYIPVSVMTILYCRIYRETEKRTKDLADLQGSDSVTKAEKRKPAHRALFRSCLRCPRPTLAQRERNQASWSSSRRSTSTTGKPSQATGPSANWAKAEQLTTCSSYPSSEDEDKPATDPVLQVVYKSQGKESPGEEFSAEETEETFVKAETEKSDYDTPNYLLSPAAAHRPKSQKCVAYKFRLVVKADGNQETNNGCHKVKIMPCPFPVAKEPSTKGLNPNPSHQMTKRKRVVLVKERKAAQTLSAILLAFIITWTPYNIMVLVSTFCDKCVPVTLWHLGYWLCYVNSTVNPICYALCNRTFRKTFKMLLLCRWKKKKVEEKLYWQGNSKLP
CHO-K1 Ca PAM – M1 PAM counterscreen hit in parental CHO-K1 cells; 360,000 tested, 0.02% active; activation, % at 3 µM; ATP EC20, Fluo-8 calcium fluorescence; 0% at ATP EC20, 100% at ATP max;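 active means activation above the run cutoff, the mean activation of all test compounds plus 3 SD, cut at about 40% in these data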;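 further: peak over basal fluorescence ratio in a 140 s read after ATP addition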
CHRM4 PAM – CHRM4 positive allosteric modulation; activation, % at 3 µM; 360,000 tested, 0.4% active; CHO-K1 hM4/Gqi5, Fluo-8 calcium fluorescence, ACh EC20; 0% = ACh EC20, 100% = maximal ACh; P08173; AID 624126;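 active means activation above its plate's cutoff, the mean activation of sample wells plus 3 SD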; further: some results filed as inactive read as strong as hits
M5 ag – CHRM5 agonism in calcium assay; P08912; CHO-K1 hM5 cells, Fluo-8 calcium fluorescence; 0% DMSO wells, 100% maximal acetylcholine response; activation, % at 3 µM; 360,000 tested, 0.19% active;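 active means activation above the run's mean over test compounds plus 3 SD, cut at about 23% in these data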;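 further: signal is peak over basal fluorescence ratio across the kinetic read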
M5 PAM – CHRM5 positive allosteric modulation; P08912; CHO-K1 hM5, Fluo-8 calcium, ACh EC20 PAM; 0% = ACh EC20, 100% = ACh EC100; activation, % at 3 µM; 360,000 tested, 0.3% active;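 active means activation above the run cutoff, the mean activation of all test compounds plus 3 SD, cut at about 18% in these data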
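Assay system – human M5 receptor in CHO-K1 cells · Read-out – % activation, ACh-normalized · Technique – Fluo-8 calcium fluorescence · Dosing – single-point, 3 µM nominal · Incubation – Fluo-8 loading 80 min at 37 °C plus 30 min room temperature · Repeats – singlicate, one well per test compound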
M1 ag parental – M1 agonist counterscreen hit in parental CHO-K1 cells | activation, % at 3 µM | 360,000 tested, 0.48% active | Fluo-8 calcium fluorescence; scaled to maximal ATP response, vehicle zero; in the data active means activation above about 15%;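 further: untransfected CHO-K1 host cells lacking M1 receptor as counterscreen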
* = called active by the depositor.

SMILES	CHRM4 antagonist	CHO-K1 Ca antag	M4 ag	CHRM5 antagonist	CHO-K1 Ca PAM	CHRM4 PAM	M5 ag	M5 PAM	M1 ag parental
Clc1cccc(NCc2ccccc2)n1	0	0	4	7	-11	22*	-5	-1	-0.2
CC(=O)N1CCCC(N2CCN(c3cccc(C(F)(F)F)c3)CC2)C1 (stereo unspecified)	6	-3	2	5	22	-2	-1	-2	2.0
COc1ccc(N2CCN(C(CNC(=O)C(C)(C)C)c3cccnc3)CC2)cc1 (stereo unspecified)	-11	-11	1	-2	15	8	-3	5	0.0
COc1ccc(Oc2ccc(C(F)(F)F)cc2NC(=O)c2ccc(F)cc2)cc1	-2	-9	0	-2	18	-10	-4	2	1.4
COC(=O)/C(=N\Nc1ccccc1)Sc1nnc(-c2ccc(OC)cc2)n1C	0	-2	1	4	8	5	-2	2	-0.3
Cn1nnc(NC(=O)C(c2ccccc2)c2ccccc2)n1	-2	-12	1	-5	22	21	5	2	0.3
CCCN1CCN(C(=O)C2CCN(c3nnc(C)c4c(C)n(-c5ccc(C)cc5)nc34)CC2)CC1	3	1	-1	1	-20	-4	-10	4	-1.2
Cc1cccc(N2CC(C(=O)Nc3cccc(S(=O)(=O)N4CCCCC4)c3)CC2=O)c1C (stereo unspecified)	5	-14	10	4	8	-4	-2	-9	6.3
COc1cc(CCC(=O)Nc2cccc(C(F)(F)F)c2)cc(OC)c1OC	2	-7	2	-11	15	1	0	6	2.9
Nc1n[nH]c(C(F)(F)F)c1-c1ccccc1	-6	-6	4	4	8	11	-2	4	1.5
NC(=S)N/N=C/c1ccccc1OCCSc1ccc(Cl)cc1	-7	-3	-3	1	23	0	-3	-7	0.2
COc1ccc(CNC(=O)CNC(c2ccccc2)c2ccccc2)cc1OC	-2	-6	3	14	1	-10	2	-2	2.1
O=C(C1CCC(Cn2c(=O)[nH]c3ccccc3c2=O)CC1)N1CCN(c2ccccc2)CC1 (stereo unspecified)	-11	-3	9	1	15	-1	4	-3	1.1
CCN(CC)C(=O)CSc1nc2ccccc2c(=O)n1CC1CCCCC1	1	-1	-2	6	-1	-7	-6	-5	-0.5
CC1CN(c2ccc(NS(=O)(=O)c3ccccc3)cc2C(=O)O)CC(C)O1 (stereo unspecified)	-9	-15	11	0	21	-8	8	-17	4.5
O=C(Nc1cccnc1)c1cccc([N+](=O)[O-])c1	-15	-16	2	9	3	10	-2	-6	0.7
COc1ccc(-c2ccc(SCc3cccnc3)nn2)cc1OC	0	-14	5	-7	8	1	1	-4	3.9
CCN(CC)CCCN1C(=O)C2C(C(=O)Nc3ccc(C(C)C)cc3)C3C=CC2(O3)C1C(=O)NC1CCCCC1 (stereo unspecified)	-1	-18	0	-3	23	-6	-3	5	-0.1
CCCCN(C(=O)c1cccc(S(=O)(=O)N2CCN(C)CC2)c1)c1c(N)n(CCCC)c(=O)[nH]c1=O	-15	-1	0	9	2	-3	-1	1	1.6
COCCNC(=O)C1(C)CCN(Cc2ccc(C(C)C)cc2)C1 (stereo unspecified)	4	-1	1	3	3	-5	-1	-1	0.2
COC(=O)c1cnc(Oc2ccc(NC(=O)NC(=O)c3ccccc3Cl)cc2)cc1C(F)(F)F	-9	-1	8	12	-1	-6	2	-5	2.6
CC(=O)N/N=C(\N)c1nonc1N	0	-9	1	3	20	2	-2	8	0.2
CCCNC(=O)C1(C)CCN(Cc2ccc(OC)c3ccccc23)C1 (stereo unspecified)	-7	-3	1	3	3	-4	-1	-5	0.0
COC(=O)c1ccc2c(=O)n(CCN3CCOCC3)c(SCC(=O)NCc3ccccc3)nc2c1	8	2	1	6	-3	-7	3	4	0.3
CC(=O)c1c(C)[nH]c(C(=O)Nc2cc(S(=O)(=O)N(C)C)ccc2C)c1C	2	21	1	-7	-16	-3	0	-5	0.5
O=C(OCC(=O)N(C1CCCCC1)C1CCCCC1)c1ccc(Cl)nc1	-7	-10	1	-13	17	20	4	6	0.2
COc1ccc(C2N(c3ccccc3)CCN2c2ccccc2)cc1O	1	5	12	8	11	-2	4	-16	3.8
CCC(Cc1ccccc1)NC(=O)Cn1cccc1C(=O)c1ccccc1 (stereo unspecified)	-2	-9	14	8	-8	-7	1	-12	5.8
Cc1ccc(Oc2cc(NC(=O)CCCn3nc(C)c([N+](=O)[O-])c3C)cc([N+](=O)[O-])c2)cc1	7	1	0	-4	-3	-12	-1	-7	0.2
COc1cc2[nH]c(=O)n(CCCCCC(=O)NCCCN3CCCC3=O)c(=O)c2cc1OC	5	1	1	2	15	-1	4	-4	0.0
Cc1ccc(-n2c(CNc3ccc(F)cc3)nnc2SCC(=O)N2CCOCC2)cc1	-5	-6	0	-4	3	15	-1	-1	0.1
NC1=NC(=Nc2cccc(Cl)c2)c2ccccc21	1	9	1	-4	-6	9	-1	1	-0.3
Cc1cccc(NS(=O)(=O)c2cnc(Cl)c(Br)c2)n1	-17	-5	1	-6	13	13	-5	5	0.4
CCN(CC)c1ccc(NS(=O)(=O)c2ccc3c(c2)oc(=O)n3C)c(C)c1	-4	-3	7	4	12	-3	0	-3	3.0
COc1cccc(-n2cnc3scc(-c4cccs4)c3c2=O)c1	-6	-9	2	-2	13	-3	-8	-2	0.2
COc1cc(CNCCc2c[nH]c3ccccc23)cc(Cl)c1OCC(N)=O	2	-8	4	4	-7	-3	-5	3	1.7
Cc1ccc(CSCCNC(=O)c2ccc(C)cc2)cc1	-5	20	-1	-2	-10	4	-5	0	-0.4
CC1(C)OC(=O)N(CC(=O)Nc2ccccc2)C1(C)O (stereo unspecified)	-3	-5	2	-1	12	-4	0	-5	0.2
COc1ccc(CN2CCNC(=O)C2CC(=O)NCc2cccc(C)n2)c(OC)c1 (stereo unspecified)	-10	-5	0	3	17	1	0	1	0.4
CC(Sc1nnnn1-c1ccc(Cl)cc1)C(=O)NCC(=O)Nc1ccc(F)c(F)c1F (stereo unspecified)	3	3	0	10	-9	0	-1	-5	0.4

Taken from above.
Reading of CCC(Cc1ccccc1)NC(=O)Cn1cccc1C(=O)c1ccccc1 (stereo unspecified) in CHRM4 antagonist: -2
Reading of CC1(C)OC(=O)N(CC(=O)Nc2ccccc2)C1(C)O (stereo unspecified) in M5 ag: 0
Reading of COc1cccc(-n2cnc3scc(-c4cccs4)c3c2=O)c1 in CHO-K1 Ca PAM: 13
Reading of COC(=O)c1cnc(Oc2ccc(NC(=O)NC(=O)c3ccccc3Cl)cc2)cc1C(F)(F)F in CHO-K1 Ca PAM: -1
Reading of CC(=O)N/N=C(\N)c1nonc1N in CHO-K1 Ca PAM: 20
Reading of O=C(OCC(=O)N(C1CCCCC1)C1CCCCC1)c1ccc(Cl)nc1 in CHRM4 antagonist: -7
Reading of CC(Sc1nnnn1-c1ccc(Cl)cc1)C(=O)NCC(=O)Nc1ccc(F)c(F)c1F (stereo unspecified) in CHO-K1 Ca antag: 3

(continued)
SMILES	CHRM4 antagonist	CHO-K1 Ca antag	M4 ag	CHRM5 antagonist	CHO-K1 Ca PAM	CHRM4 PAM	M5 ag	M5 PAM	M1 ag parental
COc1ccc(-c2ccc(C(=O)NCc3ccncc3)c3occc23)c(C)c1	20	42*	16	32*	-13	-7	5	-18	11
CC(C)N(c1ccccc1)c1ccc(NC(=O)C2CCCO2)cc1 (stereo unspecified)	-6	23	0	4	-3	1	-1	-9	0.1
CN=CC1=C(O)CC(C)(C)CC1=O	3	-8	0	-8	15	4	-2	-1	0.5
O=C1NCCSC1c1ccccc1 (stereo unspecified)	-8	9	0	11	-17	-7	-2	-6	-0.3
O=C(Sc1cccc2cccnc12)c1ccccc1Br	39*	20	4	27	-7	-6	-4	-2	0.4
C=Cn1cc(CNC[C@H]2O[C@@H](n3cnc4c(=O)[nH]c(N)nc43)[C@H](O)[C@@H]2O)c(C)n1	-23	-9	1	0	7	0	-1	-1	0.1
Cc1ccc(NCC(=O)N/N=C/c2cc(O)ccc2[N+](=O)[O-])cc1	9	-3	0	6	-1	-4	-2	3	-0.4
CCOC(=O)C1NN=C(C(=O)c2ccccc2)C1c1ccccc1 (stereo unspecified)	1	-3	0	11	15	7	-2	-5	0.1
O=C(CN1C(=O)CCC1=O)NCC12CC3CC(CC(C3)C1)C2	5	-4	0	11	6	-3	-2	1	-0.1
CC(=O)Nc1ccc(S(=O)(=O)Nc2nc3ccccc3nc2N2CCOCC2)cc1	-7	-9	0	1	5	5	-1	-3	-0.2
COc1ccc(COC(=O)C2CCN(S(=O)(=O)c3ccc(F)cc3)CC2)cc1	-11	1	6	-16	-16	3	-2	6	0.9
O=C(NCCNC(=O)C(F)(F)F)c1ccncc1	3	-10	0	1	17	10	0	2	0.4
O=C(NNC(=O)c1cc(C(F)(F)F)cc(C(F)(F)F)c1)c1ccc(Cl)cc1	-3	-3	2	-1	3	1	-1	6	0.2
Cc1ccc(S(=O)(=O)N2CCc3c2cc([N+](=O)[O-])cc3[N+](=O)[O-])cc1	-4	-12	2	12	13	-2	-2	0	0.6
COc1ccc(S(=O)(=O)N2CCCC2C(=O)NCC(=O)Nc2cccc(Cl)c2C)cc1 (stereo unspecified)	-6	-15	7	17	-23	0	1	-7	10
O=C(Cn1nnc(-c2ccccc2)n1)Nc1ccc2c(c1)OCO2	1	-11	2	5	12	7	2	-1	0.2
CCN1CCN(C(c2cccnc2)c2cc(Cl)c3cccnc3c2O)CC1 (stereo unspecified)	-5	17	1	-5	-7	12	0	3	0.0
CN(C)CCCN(C(=O)COc1ccccc1)c1nc2cc3c(cc2s1)OCCO3	2	1	3	5	-1	-7	-4	-2	7.5

Three records picked at random from the list so far, as already listed:
SMILES	CHRM4 antagonist	CHO-K1 Ca antag	M4 ag	CHRM5 antagonist	CHO-K1 Ca PAM	CHRM4 PAM	M5 ag	M5 PAM	M1 ag parental
O=C(Sc1cccc2cccnc12)c1ccccc1Br	39*	20	4	27	-7	-6	-4	-2	0.4
O=C1NCCSC1c1ccccc1 (stereo unspecified)	-8	9	0	11	-17	-7	-2	-6	-0.3
O=C(NCCNC(=O)C(F)(F)F)c1ccncc1	3	-10	0	1	17	10	0	2	0.4

High-throughput results deposited in PubChem by The Scripps Research Institute Molecular Screening Center.
